MrgX1 antagonist: blocks BAM8-22 activation of human MrgX1 receptor; Q96LB2; MRGX1-HEK293 calcium flux, Fluo-4, BAM8-22 antagonism; active compounds read low; B-score at 10 µM; 310,000 compounds, 1.3% hits; AID 588676;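 active = calcium-response B-score plate-corrected more than 3 library SD below zero, starting fluorescence within 5 deviations, no agonist response on first addition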;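 also: peak minus trough fluorescence over baseline after final BAM8-22 challenge near maximal dose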
Target sequence (Q96LB2 whole entry, looked up): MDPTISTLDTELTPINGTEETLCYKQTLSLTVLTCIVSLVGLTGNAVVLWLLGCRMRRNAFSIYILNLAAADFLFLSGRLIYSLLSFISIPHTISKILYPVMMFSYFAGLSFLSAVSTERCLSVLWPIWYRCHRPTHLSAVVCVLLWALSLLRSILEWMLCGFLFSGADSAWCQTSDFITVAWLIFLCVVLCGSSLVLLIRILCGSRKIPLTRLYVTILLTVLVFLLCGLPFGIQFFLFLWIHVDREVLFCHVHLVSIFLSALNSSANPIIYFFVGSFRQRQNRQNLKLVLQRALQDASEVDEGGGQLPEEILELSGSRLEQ
AI-2 QS modul: modulates the Vibrio harveyi AI-2 quorum sensing system | Vibrio harveyi JMH597 AI-2 luminescence/OD600 ratio, 9 h; active compounds read low; strain lacks LuxN and CqsS sensors; 0 = neutral-control median | activity change, % at 7.5 µM | 300,000 compounds, 0.4% hits; in the data active = activity change below about -75%, passing the limit was not always enough;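 also: luminescence divided by OD600 gain over 9 h not by final OD600 alone; inactives centre near 13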
TRPC6 activator: activators of mouse TRPC6 channel; Q61143; 310,000 compounds, 0.13% hits; B-score at 10 µM; HEK293-TRPC6 membrane potential dye fluorescence; active compounds read high;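 active = B-score of the integrated fluorescence ratio above library mean plus 3 SD, and starting fluorescence ratio within library mean plus 5 SD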;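 also: higher score means more depolarization so channel activation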
MrgX1 ag: activates human MrgX1 receptor signaling; Q96LB2; MrgX1-HEK293 cells, Fluo-4 calcium fluorescence, agonist mode; active compounds read high; B-score at 10 µM; 310,000 compounds, 0.44% hits;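 active = calcium response B-score plate-corrected fluorescence ratio at least 3 library SD, with starting fluorescence B-score inside 5 SD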
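Material – MrgX1-expressing HEK293 cells · Input – 15,000 cells seeded per well · Dosing – compound as first of three additions · Times – overnight seeding, then 1 h dark dye loading · Measured by – kinetic Fluo-4 NW fluorescence of intracellular calcium · Read-out – B-scored fluorescence response ratio · Benchmarks – positive and negative control wells on each plate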
HIF activator: HIF pathway transcriptional activation; 300,000 compounds, 0.32% hits; U2OS HRE-luciferase reporter, luminescence; normalized: DMSO 0%, desferrioxamine 100%; activation, % at 7.5 µM (by protocol);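 active = mean activation of at least 10% of the iron chelator positive control signal, with at least half of replicates also reaching 10%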
TRPC4 inh: blocks the mouse TRPC4 cation channel. AID 2247. 300,000 compounds, 0.39% hits. B-score at 10 µM. HEK293 TRPC4beta/mu-opioid, DAMGO-evoked Fluo4 calcium flux; active compounds read low. Q9QUQ5;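 active = B-score over 3 SD under the library average, no early fluorescence shift, positive overall ratio signal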
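Assay system: HEK293 cells with stable TRPC4beta plus mu-opioid receptor expression. Dosing: single dose. Measured by: Fluo4 Ca2+ flux fluorescence. Also added: DAMGO in two steps, submaximal then maximal. Read-out: B score from integrated Fluo4 fluorescence ratio.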
MrgX1 PAM: human MrgX1 positive allosteric modulation, primary screen; Q96LB2; 310,000 compounds, 0.63% hits; MrgX1-HEK293, Fluo-4 calcium flux, FDSS; active compounds read high; B-score at 10 µM;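 active = plate-corrected calcium response at least 3 library SD above typical, normal starting fluorescence, not activating the receptor alone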;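 also: compound read alongside a low EC10 to EC30 dose of BAM8-22 agonist; peak minus trough fluorescence over baseline measured at the second addition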
TRPC4 act: opens the mouse TRPC4 cation channel; Q9QUQ5; 310,000 compounds, 0.49% hits; AID 2237; HEK293 TRPC4beta/mu-opioid, Fluo4 calcium fluorescence; active compounds read high; B-score at 10 µM;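 active = B-score above 5 SD of library B-scores, and initial fluorescence ratio not above library mean plus 5 SD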;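 also: positive B-score marks a calcium rise read as TRPC4 activation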
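Incubation: 45 min room-temperature Fluo4 loading, 110 s read / System: HEK293 cells stably co-expressing mouse TRPC4beta and mu-opioid receptor / Signal: Fluo4 fluorescence, kinetic / Control set: buffer (low) and maximal DAMGO (high) / Measure: integrated baseline-normalised fluorescence ratio, converted to per-well B score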
TRPC4 PAM: allosterically enhances the mouse TRPC4 cation channel. 310,000 compounds, 0.42% hits. HEK293 TRPC4beta/mu-opioid, DAMGO EC20, Fluo-4 Ca2+ flux; active compounds read high. B-score at 10 µM;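 active = B-score of calcium response area above 5 SD of library B-scores, with initial fluorescence ratio within 5 SD of library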;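 also: B-score of integrated fluorescence ratio over time as area under calcium response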
PolyA inhibitor: blocks polyadenylation in yeast reporter cells; S. cerevisiae SKY197-pL101 polyadenylation reporter, beta-gal luminescence; efflux-impaired pdr1/pdr3 knockout yeast; score 100 = 6 SD above DMSO; calls only at 12 µM; 300,000 compounds, 0.02% hits; AID 1875;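 active = lowest replicate activity score at least 50, where 100 means six control SD above control mean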;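 also: yeast exposed to compound for 9 h at 30 °C; higher score means more reporter readthrough which indicates perturbed polyadenylation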
TRPC6 inhibitor: blocks the mouse TRPC6 cation channel. Q61143. B-score at 10 µM. HEK293-TRPC6, membrane potential dye, ACh-evoked depolarization; active compounds read low. 310,000 compounds, 1.1% hits;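 active = B-score under library mean minus 3 SD, initial fluorescence not abnormally high, positive integrated signal ratio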;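 also: B-score derived from integrated fluorescence ratio over the kinetic read; more negative B-score means stronger inhibition of depolarization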
The depositor's hits bear a star; i = inactive; / = no result given. A portion of the library. The share of hits here may be higher or lower than overall.

SMILES	MrgX1 antagonist	AI-2 QS modul	TRPC6 activator	MrgX1 ag	HIF activator	TRPC4 inh	MrgX1 PAM	TRPC4 act	TRPC4 PAM	PolyA inhibitor	TRPC6 inhibitor
COc1ccc(OC)c(C2=Nn3c(nnc3-c3ccncc3)SC2)c1	i	11	i	i	0.1	i	i	i	i	i	i
O=C(N/N=C/c1cccnc1)c1ccccc1NS(=O)(=O)c1cccs1	i	-6	i	i	-0.5	i	i	i	i	i	i
Cc1cc(CN2CCCCC2C(=O)Nc2ccc(Oc3cccnc3)cc2)oc1C (stereo not given)	i	15	i	i	0.9	i	i	i	i	i	i
CC(C)C(=O)Nc1cccnc1	i	5	i	i	-14	i	i	i	i	i	i
Cc1cc(NS(=O)(=O)c2ccc(NC(=O)c3cnc4scc(C)n4c3=O)cc2)nc(C)n1	i	6	i	i	0.3	i	i	i	i	i	i
Cc1cccn2c(=O)c(C=NCCO)c(NCc3ccco3)nc12	i	19	i	i	0.3	i	i	i	i	i	i
O=C(N(c1ccccn1)c1ccccn1)C12CC3CC(CC(Cl)(C3)C1)C2	i	9	i	i	-0.6	i	i	i	i	i	i
COC(=O)c1cnc2c(c1C(=O)OC)c(=O)n(C)c(=O)n2C	i	12	i	i	/	i	i	i	i	i	i
CCC(C)Sc1nc2c(c(=O)[nH]c(=O)n2C)n1C (stereo not given)	i	21	i	i	-0.1	i	i	i	i	i	i
CC(=O)c1c(O)cc(C)n(Cc2ccccc2)c1=O	i	8	i	i	-0.1	/	i	i	i	i	i
CCCn1cc(NC(=O)C2CC(c3cccc(Br)c3)=NO2)cn1 (stereo not given)	i	14	i	i	-0.1	i	i	i	i	i	i
CCc1nnc(NS(=O)(=O)c2ccc(NC(=S)NC(=O)c3ccc(OC)cc3)cc2)s1	i	4	i	i	-0.5	i	i	i	i	i	i
CC1CCCC(C)N1/N=C/c1cc(Br)cc(Br)c1O (stereo not given)	i	16	i	i	0.2	i	i	i	i	i	i
CCOC(=O)c1ccc(S(=O)(=O)NC2CC2)cc1	i	/	i	i	-0.2	i	i	i	i	i	i
N/C(=N\OC(=O)COc1ccc2ccccc2c1)c1ccncc1	i	-42	i	i	1.4	i	i	i	i	i	i
C=CCOc1ccc(/C(O)=C2/C(=O)C(=O)N(CCCn3ccnc3)C2c2cccs2)cc1 (stereo not given)	i	40	i	i	1.6	i	i	i	i	i	i
Nc1nnc(SCC(=O)OCC(=O)c2ccccc2Br)s1	i	39	i	i	-1.7	i	i	i	i	/	i
COc1ccc(CNC(=O)C(C)OC(=O)CO/N=C(\C)c2ccc3c(c2)OCO3)cc1 (stereo not given)	i	10	i	i	-0.3	i	i	i	i	i	i
CCN(CC)C(=O)c1cc(Cl)ccn1	i	/	i	i	0.1	i	i	i	i	i	i
O=C(COC(=O)c1cccc([N+](=O)[O-])c1)c1ccc2c(c1)OCO2	i	10	i	i	3.2	-7*	i	i	i	i	i
CCOc1cc(S(=O)(=O)NC2CCCCC2)ccc1F	i	8	i	i	-0.1	i	i	i	i	i	i
O=C(CCN1C(=O)[C@@H]2Cc3ccccc3CN2C1=O)N[C@@H](C(=O)O)c1ccccc1	i	23	i	i	-0.1	i	i	i	i	i	i
COC(=O)C1=C(NC(=O)COc2ccc(Cl)cc2Cl)CCS1	i	10	i	i	1.4	i	i	i	i	i	i
COc1ccccc1COCC(O)CNCCc1ccc(C(F)(F)F)cc1 (stereo not given)	i	15	i	i	-3.4	i	i	i	i	i	i
O=C(Cn1c(=O)n(-c2ccccc2)c(=O)c2sccc21)N1CCCC1	i	29	i	i	0.0	i	i	i	i	i	i

Compounds above with bromine (three):
SMILES	MrgX1 antagonist	AI-2 QS modul	TRPC6 activator	MrgX1 ag	HIF activator	TRPC4 inh	MrgX1 PAM	TRPC4 act	TRPC4 PAM	PolyA inhibitor	TRPC6 inhibitor
CCCn1cc(NC(=O)C2CC(c3cccc(Br)c3)=NO2)cn1 (stereo not given)	i	14	i	i	-0.1	i	i	i	i	i	i
CC1CCCC(C)N1/N=C/c1cc(Br)cc(Br)c1O (stereo not given)	i	16	i	i	0.2	i	i	i	i	i	i
Nc1nnc(SCC(=O)OCC(=O)c2ccccc2Br)s1	i	39	i	i	-1.7	i	i	i	i	/	i

Next compounds follow:
SMILES	MrgX1 antagonist	AI-2 QS modul	TRPC6 activator	MrgX1 ag	HIF activator	TRPC4 inh	MrgX1 PAM	TRPC4 act	TRPC4 PAM	PolyA inhibitor	TRPC6 inhibitor
O=C1C=C(N2CCCCC2)c2ccccc2C1=O	i	15	i	i	-2.5	i	i	i	i	i	i
O=C(CNC(=O)c1cccs1)OCC(=O)c1ccccc1Cl	i	13	i	i	/	i	i	i	i	/	i
Cc1oc(-c2ccc3c(c2)OCCO3)cc1C(=O)NC(Cc1ccccc1)C(=O)O (stereo not given)	i	10	i	i	0.9	i	i	i	i	i	i
Cc1nnc2ccc(-c3ccc(NC(=O)Cc4cccs4)cc3)nn12	i	2	i	i	-0.3	i	i	i	i	i	i
Cc1nn(C(C)C(=O)O)c(=O)c2ccccc12 (stereo not given)	i	13	i	i	-0.2	i	i	i	i	i	i
COc1ccc(OC)c(S(=O)(=O)Nc2cccnc2)c1	i	8	i	i	-0.1	i	i	i	i	i	i
CN(C)CC(O)CN(c1ccccc1)c1ccccc1 (stereo not given)	i	-10	i	i	0.0	i	i	i	i	i	i
O=C(Nc1ccc(N2CCCC2)cc1)c1ccccc1F	i	12	i	i	1.3	i	i	i	i	i	i
CN(c1ccccc1)c1nc(N)c([N+](=O)[O-])c(NC2CCCCC2)n1	i	17	i	i	-0.2	i	i	i	i	i	i
COc1ccc(CN(CC(=O)NCc2ccc(F)cc2)C(=O)CCC(=O)Nc2ccccn2)cc1	i	29	i	i	0.1	i	i	i	i	i	i
Cc1csc(=O)n1CC(=O)OCC(=O)N(CC(C)C)c1c(N)n(Cc2ccccc2)c(=O)[nH]c1=O	i	7	i	i	0.1	i	i	i	i	i	i
CCOC(=O)c1c(CS(=O)(=O)c2ccccc2)n(C)c2cc(Br)c(O)c(CN(C)C)c12	i	14	i	i	0.0	i	i	i	i	i	i
Cc1ccc(C)c(S(=O)(=O)NCC(=O)Nc2ccc3c(c2)OCO3)c1	i	14	i	i	0.1	i	i	i	i	i	i
CCOc1cccc(N2C(=O)CC(NCc3ccc(S(N)(=O)=O)cc3)C2=O)c1 (stereo not given)	i	-2	i	i	0.0	i	i	i	i	i	i
COC(=O)c1sccc1NC(=O)c1c(Cl)cnn1C	i	6	i	i	-0.6	i	i	i	i	i	i
Cc1ccc(S(=O)(=O)N2CCC(=O)N(CCOC(=O)Nc3ccc(F)cc3)CC2)cc1	i	18	i	i	0.4	i	i	i	i	i	i
Cc1ccc(CNC(=O)C(=O)c2cn(CC(=O)N3CCOCC3)c3ccccc23)cc1	i	31	i	i	0.2	i	i	i	i	i	i
O=C(/C=C/Nc1ccc([N+](=O)[O-])cc1Br)c1cccc2ccccc12	i	7	i	i	3.1	i	i	i	i	i	i
CN(C)CCNC(=O)c1cc2sc3ccccc3c2s1	i	7	i	i	0.8	i	i	i	10*	i	i
CCCOC(=O)C(C)n1cnc2scc(-c3ccc(C)cc3)c2c1=O (stereo not given)	i	33	i	i	-1.1	i	i	i	i	i	i
CC1CC1C(=O)OCC(=O)NC(=O)NC12CC3CC(CC(C3)C1)C2 (stereo not given)	i	18	i	i	3.1	i	i	i	i	i	i
O=C(COC(=O)c1ccc[nH]c1=O)NC1CCCC1	i	3	i	i	0.0	i	i	i	i	i	i
O=C1COc2ccc(C(=O)CSc3ccccc3C(=O)O)cc2N1	i	-5	i	i	0.1	i	i	i	i	i	i
COc1cc(NC(=O)C2CC(c3ccccc3Cl)=NO2)cc(OC)c1OC (stereo not given)	i	11	i	i	-0.6	i	i	i	i	i	i
CCOC(=O)N1CCC(N(CCN(C)C)C(=S)Nc2cccc(C)c2)CC1	i	15	i	i	0.2	i	i	i	i	i	i

3 entries from above, ordered by the value under AI-2 QS modul, descending.
Molecule | AI-2 QS modul
COc1ccc(CN(CC(=O)NCc2ccc(F)cc2)C(=O)CCC(=O)Nc2ccccn2)cc1 | 29
O=C(Nc1ccc(N2CCCC2)cc1)c1ccccc1F | 12
Cc1csc(=O)n1CC(=O)OCC(=O)N(CC(C)C)c1c(N)n(Cc2ccccc2)c(=O)[nH]c1=O | 7

Later entries.
SMILES	MrgX1 antagonist	AI-2 QS modul	TRPC6 activator	MrgX1 ag	HIF activator	TRPC4 inh	MrgX1 PAM	TRPC4 act	TRPC4 PAM	PolyA inhibitor	TRPC6 inhibitor
CC1=C(C(=O)Nc2ccccc2)C(c2ccco2)C(C#N)=C(SCC(=O)Nc2cccc(C)c2C)N1 (stereo not given)	i	3	i	i	0.0	i	i	i	i	i	i
COc1ccc(NS(=O)(=O)c2ccc(C)c(C(=O)N(C)Cc3ccc(OC)cc3OC)c2)cc1	i	13	i	i	0.2	i	i	i	i	i	i
O=C(NCCc1ccccc1)c1c(O)c2ccccc2[nH]c1=O	i	12	i	i	-15	i	i	i	i	i	i
COc1ccc(S(=O)(=O)N2CCCC(C(=O)NCCc3ccccc3)C2)cc1 (stereo not given)	i	25	i	i	-0.2	i	i	i	i	i	i
CCOC(=O)c1c(CN(C)C)n(-c2ccc(C)cc2)c2cc(Br)c(O)cc12	i	-4	i	i	-0.1	i	i	i	i	i	i
CC(=O)Oc1ccc2c(C)c(CC(C)O)c(=O)oc2c1 (stereo not given)	i	14	i	i	-0.2	i	i	i	i	i	i
CCCC(=O)NCCCc1nc2ccccc2n1C	i	4	i	i	0.3	i	i	i	i	i	i
O=C(N/N=C/C=C/c1ccccc1[N+](=O)[O-])c1cc(-c2cccnc2)nc2ccccc12	i	28	i	i	-0.1	i	i	i	i	i	i
CN(C)/C=N/n1cnc2ccccc2c1=O	i	20	i	i	-0.4	i	i	i	i	i	i
CSc1nc(S(=O)(=O)c2ccc(C)cc2)c(Cl)s1	i	14	i	i	0.2	i	i	i	i	i	i
COc1cc2sc(NC(=O)c3ccco3)nc2cc1Cl	i	11	i	i	3.7	i	i	i	i	i	i
CCCN1CCC(=O)N([C@H](CSc2ccc(C)cc2)CC(C)C)CC1	/	21	i	/	0.5	i	/	i	i	i	i
